RXFP1 ag: agonists of human relaxin receptor RXFP1. HEK293T-RXFP1 cAMP TR-FRET, 30 min; response scale: percent of porcine relaxin response, buffer zero. AID 2676. 0.3% of 370,000 active. Potency, µM (titrated, usually from 57.5 µM), for inactives: top-dose activation, hits mostly activators; also: potency is read from the fitted curve at half-maximal effect; % is scaled to controls: 0 for no effect and ±100 for the full control effect; nearly all actives have a fitted effect of over 60% in size; many of its hits are not listed in these tables
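HEK293T cells stably expressing RXFP1 were pretreated with the PDE4 inhibitor Ro 20174, exposed to compounds for 30 min at 37C, lysed, and cAMP was read by TR-FRET. Data normalized to buffer (basal) and 29 nM porcine relaxin (100%).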
GRP78 ERSR act: ER stress response induction in glioma; U87-MG GRP78 promoter luciferase reporter, 16 h; Potency, µM, for inactives: at the top dose activation, actives largely listed as activators; 0.02% of 420,000 active; also: potency is read from the fitted curve at half-maximal effect; series mostly up to about 76 µM; % of control where 0% means no effect; nearly all actives have a fitted effect of over 35% in size
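ERSR induction read as luciferase luminescence (Bright-Glo, 10 min at room temperature) in stably transfected human U87-MG glioma cells exposed to compounds for 16 h, using GRP78 as sensor.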
Vif-APOBEC3G blk: blocks the Vif interaction with human APOBEC3G. Q9HC16. HeLa A3G-eYFP + Vif (tagged APOBEC3G with the HIV-1 protein that degrades it), YFP fluorescence, overnight. Potency, µM (doses to about 46.1 µM), for inactives: at the highest dose activity, negative = active, actives largely listed as inhibitors. 0.076% of 410,000 active. AID 602310;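 also: potency is read from the fitted curve at half-maximal effect; % is scaled to controls: 0 for no effect and ±100 for the full control effect; nearly all actives have a fitted effect of over 60% in size; hits raise eYFP signal because A3G escapes Vif-driven loss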
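Read-out is eYFP fluorescence (Ex 488/Em 500-530) from Vif-expressing HeLa A3G-eYFP cells; more signal means A3G escaped Vif-mediated degradation. Cells plated overnight, compound pinned in, incubated overnight at 37 deg C.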
mIDH1 inhibitor: blocks human mutant IDH1 R132H enzyme; 0.093% of 390,000 active; Potency, µM (series often up to 76.6 µM), inactives show at the top dose activity change, negative = inhibition, most hits filed as inhibitors; IDH1-R132H enzyme, NADPH consumption, diaphorase/resazurin fluorescence; O75874; also: potency is read from the fitted curve at half-maximal effect; % is scaled to controls: 0 for no effect and ±100 for the full control effect; nearly all actives have a fitted effect of over 65% in size
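IDH1-R132H (0.5 ug/mL dispensed) in pH 7.5 Tris buffer was preincubated 30 min with compound, then given a substrate mix of 0.016 mM NADPH and 2 mM alpha-KG for 80 min at room temperature; remaining NADPH was read by diaphorase/resazurin fluorescence.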
USP1-UAF1 inh: USP1/UAF1 (human) deubiquitinase inhibition | O94782 | recombinant USP1/UAF1, Ub-Rhodamine cleavage fluorescence | Potency, µM (doses to about 57.1 µM), for the others: at the highest dose activity change, negative = inhibition, usual class: inhibitors | 0.23% of 390,000 active; also: potency is read from the fitted curve at half-maximal effect; % is scaled to controls: 0 for no effect and ±100 for the full control effect; nearly all actives have a fitted effect of over 60% in size; inactives centre near -12
Target sequence (O94782 whole entry, looked up): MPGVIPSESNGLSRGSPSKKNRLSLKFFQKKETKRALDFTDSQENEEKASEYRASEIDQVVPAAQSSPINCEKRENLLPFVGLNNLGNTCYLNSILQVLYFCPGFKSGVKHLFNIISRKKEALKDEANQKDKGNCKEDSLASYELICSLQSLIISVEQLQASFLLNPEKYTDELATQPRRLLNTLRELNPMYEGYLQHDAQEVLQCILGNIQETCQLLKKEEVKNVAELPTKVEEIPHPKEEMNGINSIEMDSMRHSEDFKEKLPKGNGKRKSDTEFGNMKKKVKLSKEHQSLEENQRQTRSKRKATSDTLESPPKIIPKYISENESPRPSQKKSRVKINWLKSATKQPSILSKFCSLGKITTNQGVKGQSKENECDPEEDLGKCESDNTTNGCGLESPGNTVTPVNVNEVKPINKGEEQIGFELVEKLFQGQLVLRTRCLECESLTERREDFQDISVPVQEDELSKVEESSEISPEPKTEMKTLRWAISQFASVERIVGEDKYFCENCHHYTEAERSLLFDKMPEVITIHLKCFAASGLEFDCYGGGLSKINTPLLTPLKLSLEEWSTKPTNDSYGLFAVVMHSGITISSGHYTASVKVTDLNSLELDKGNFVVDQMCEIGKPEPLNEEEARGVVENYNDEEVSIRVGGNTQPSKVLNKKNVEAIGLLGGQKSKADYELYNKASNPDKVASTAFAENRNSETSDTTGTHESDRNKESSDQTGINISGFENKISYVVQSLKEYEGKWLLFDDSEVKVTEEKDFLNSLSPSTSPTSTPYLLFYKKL
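In this screen, compounds sit with the deubiquitinase complex (1nM) for 15 min at room temperature before Ub-Rho is added at 150nM final. Fluorescence rise is then followed for 6 reads every 60 seconds.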
LDHA inh: LDHA (human) enzyme inhibition; activity change, % (values are at about 110 or 230 µM); P00338; 0.15% of 480,000 active; purified LDHA, NADH/diaphorase-resazurin fluorescence; hits give low values; in the data active = activity change below about -30%; inconclusive = mostly about -25% to -30%;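 also: plate controls were DMSO wells for no effect and wells without enzyme for full effect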
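Enzyme activity of human lactate dehydrogenase 5 (2 nM; 0.06 mM NADH, 0.2 mM pyruvate, 5 min, RT) is measured via a resazurin/diaphorase fluorescence readout of residual NADH.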
TrxR1 substrate: rat thioredoxin reductase 1 substrate activity | O89049 | purified TrxR1 substrate turnover, NADPH consumption readout | Potency, µM (doses to about 114 µM), for inactives: top-dose activity change, negative = substrate turnover | 0.01% of 390,000 active; also: potency is read from the fitted curve at half-maximal effect; % is scaled to controls: 0 for no effect and ±100 for the full control effect; nearly all actives have a fitted effect of over 50% in size
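Rat TrxR1, dispensed at 90 nM, was prereduced with 400 uM NADPH (final) for 5 min at ~22 deg C, then incubated with compound 15 min before 400 uM selenite. A first-read NADPH fluorescence drop versus no-compound background flagged substrates.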
Vif-APOBEC3F blk: blocks the Vif interaction with APOBEC3F. HeLa A3F-eYFP + Vif (tagged APOBEC3F with the HIV-1 protein that degrades it), YFP fluorescence increase. Potency, µM (titrated, usually from 46.1 µM), for inactives: at the top dose activity, negative = active. 0.2% of 390,000 active; also: potency is read from the fitted curve at half-maximal effect; % of control where 0% means no effect; nearly all actives have a fitted effect of over 65% in size
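HeLa cells stably expressing A3F-eYFP plus Vif, plated and incubated overnight at 37 deg C, then exposed to compounds overnight at 37 deg C. Blocked degradation read as raised yellow fluorescence (Ex 488/Em 500-530).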
PI4K2A block: blocks human PI4K2A kinase activity. purified PI4K2A, ADP-Glo luminescence, 1 h; hits give low values. activity change, negative = inhibition, % at 76.9 µM. 0.13% of 420,000 active; in the data active = activity change below about -50%; inconclusive = mostly about -30% to -49%;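 also: -100% = wells without enzyme as full effect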
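PI4K2A activity was measured by ADP-Glo luminescence: enzyme (4 ug/mL stock) and phosphatidylinositol (1.2 mM stock) in Tris pH 7.5/MgCl2/EGTA/Triton X-100 buffer were reacted with ATP (300 microM stock) for one hour at ambient temperature.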
The depositor's hits bear a star; ? = inconclusive; · = not tested or not shown; & = joins results of further samples; [ ] = another dose, or the depositor's remark. Unless noted, calls follow the shape of the dose curve; as a rule, active = well fitted curve in the direction sought with a large enough effect; inconclusive = small, poorly fitted or top-dose-only effect, or another doubt; inactive = no such curve, though single readings can be large; an effect the other way counts as inactive or inconclusive. Not all compounds are listed; the hit share may differ from the screen's.

SMILES	RXFP1 ag	GRP78 ERSR act	Vif-APOBEC3G blk	mIDH1 inhibitor	USP1-UAF1 inh	LDHA inh	TrxR1 substrate	Vif-APOBEC3F blk	PI4K2A block
COc1cccc(C(NC(C)=O)c2nc(-c3ccc4ccccc4c3)cs2)c1 (stereo not drawn)	·	0%	-16%	·	·	-5	·	·	4
COc1cccc(C2CC(c3c(Cl)cccc3Cl)n3nc(N)nc3N2)c1 (stereo not drawn)	2.4%	-6%	1%	-2%	-8%	-10	0%	0%	1
Cc1cc2ccccn2c1C(=O)c1ccc(C#N)cc1	6.7%	-8%	0%	0%	-21%	-3	-7%	10%	-1
Cn1c(=O)c2[nH]c(C3CC3)nc2n(C)c1=O	·	-2%	-4%	4%	-2%	-6	15%[11.4 µM]	11%	2
CCN(CC(O)CON=C1c2ccccc2-c2ccccc21)S(=O)(=O)c1ccc(C)cc1 (stereo not drawn)	3.5%	-8%	1%	1%	-10%	-5	-7%	2%	3
Cc1ccccc1-c1nnc(SCC(=O)N(C)C2CCS(=O)(=O)C2)n1C (stereo not drawn)	·	3%	-5%	4%	1%	-6&5	0%	-14%	1
O=C(CCS(=O)(=O)c1ccccc1)Nc1ccc(-c2nc3ccccc3s2)c(O)c1	?	2%	-2%	1%	-2%	2	-4%	1%	-2
CCC(C)NC(=O)c1ccccc1NC(=O)/C(=C/c1ccc(OC)cc1)c1ccccc1 (stereo not drawn)	1.8%	-4%	-9%	5%	-7%	-6	3%[57.1 µM]	9%	3
Cc1cccc(C(=O)NC2C(=O)NNC2c2ccc(Cl)cc2)c1 (stereo not drawn)	-0.2%	4%	1%	3%	-11%	10	9%[57.1 µM]	7%	-2
Cc1nnc(SCC(=O)NC2CCCCC2)[nH]c1=O	1.2%	?	4%	-9%	-9%	-1	-5%	-5%	2
CCc1cc(CNC(=O)CC2C(=O)NCCN2Cc2ccccc2C(F)(F)F)on1 (stereo not drawn)	1.1%	-3%	6%	-8%	-23%	0	12%	3%	-3
COc1ccc(S(=O)(=O)N2CCC(C(=O)Nc3cccc(C(C)=O)c3)CC2)cc1C	1.3%	-3%	-5%	0%	-14%	-1	8%[57.1 µM]	4%	1
COc1cc(C2c3c(oc4ccccc4c3=O)C(=O)N2c2nnc(C(C)C)s2)cc(OC)c1OC (stereo not drawn)	1.8%	0%	1%	-12%	-22%	-6	1%	-6%	0
CN(CCN(C)C(C)(C)C)C(=O)C(c1ccccc1)c1ccccc1	-2.6%	-5%	1%	3%	-12%	-15	-18%[57.1 µM]	-17%	-2
CCCCCn1c(N2CCN(c3cccc(Cl)c3)CC2)nc2c1c(=O)[nH]c(=O)n2C	2.8%	-7%	4%	9%	-18%	2&-8	-26%[57.1 µM]	-1%	4

Individual results from above:
Result of `O=C(CCS(=O)(=O)c1ccccc1)Nc1ccc(-c2nc3ccccc3s2)c(O)c1` in USP1-UAF1 inh: -2%
Result of `Cc1ccccc1-c1nnc(SCC(=O)N(C)C2CCS(=O)(=O)C2)n1C` (stereo not drawn) in GRP78 ERSR act: 3%

Going on with the list.
SMILES	RXFP1 ag	GRP78 ERSR act	Vif-APOBEC3G blk	mIDH1 inhibitor	USP1-UAF1 inh	LDHA inh	TrxR1 substrate	Vif-APOBEC3F blk	PI4K2A block
CN(Cc1ccccc1)C(=O)c1ccc2c(c1)NC(=O)C(N1CCOCC1)S2 (stereo not drawn)	0.2%	-5%	3%	3%	-7%	0	3%	3%	-11
CCN(CC)CCN(C(=O)c1ccc2ncsc2c1)c1nc2cc3c(cc2s1)OCO3	-2.1%	-13%	1%	4%	-18%	-2	2%	-3%	-5
CCc1nc2ccc(C(=O)NCCc3ccccn3)cn2c1N(CC)CCOC	·	-4%	-4%	·	·	-5	·	·	-5
Cc1cc(Cl)c(S(=O)(=O)Nc2ccc(Cl)cn2)cc1OCC(N)=O	-0.1%	-7%	0%	-9%	-5%	-1	3%	-3%	-2
N#Cc1cnn2c(-c3cccc(C(F)(F)F)c3)ccnc12	-0.9%	-6%	-1%	1%	-15%	2	16%	1%	3
CCOC(=O)c1c(Nc2cccc(C(=O)OC)c2)nnc(-c2ccccc2)c1-c1ccccc1	1.2%	-5%	-13%	-3%	-23%	-5	-4%	-1%	3
CC1(c2ccc3noc(-c4ccc(Cl)cc4)c3c2)OCCO1	-0.5%	3%	-6%	-2%	-1%	-1	-1%[57.1 µM]	3%	-7
Cc1cc(F)ccc1S(=O)(=O)N1CCC2(CC1)OCCN2S(=O)(=O)c1cccs1	1.2%	-2%	1%	2%	-20%	-2	3%	10%	3
CN(c1ccc(-c2csc(NC(=O)CCCc3nc4ccccc4c(=O)[nH]3)n2)cc1)S(C)(=O)=O	·	-9%	-10%	15%	-17%	-1	·	-2%	1
Cc1ccc(NC(=O)c2ccc(C)c(NC3=NC4CS(=O)(=O)CC4S3)c2)cc1C (stereo not drawn)	1.0%	-4%	0%	-1%	-15%	-2	-1%[57.1 µM]	-5%	5
Cc1ccc(Cn2c(C3CCCN3c3nc(-c4cc(Cl)c(N)c(Cl)c4)cs3)nc3cc(Cl)c(Cl)cc32)cc1 (stereo not drawn)	·	0%	-5%	-7%	-20%	-7	3%	-3%	0
COC(=O)c1cn(Cc2ccccc2C)nn1	0.7%	-4%	0%	6%	-4%	-7	14%	5%	-4
COc1ccc(OCC(=O)NCCC2=CCCCC2)c([N+](=O)[O-])c1	1.0%	-1%	1%	12%	-20%	-4	0%	3%	1
CCOC(=O)c1c(S(=O)(=O)N2CCCC(C(=O)N(C)Cc3ccccc3)C2)c(C)n(C)c1C (stereo not drawn)	3.4%	1%	6%	14%	?	-8	-2%[57.1 µM]	2%	3
COc1cc2c(c(OC)c1OC)-c1c(cc(OC)c(OC)c1OC)C[C@](C)(O)[C@@H](C)C2	0.8%	-2%	-3%	18%	-28%	-1	-4%	-1%	1

SMILES	RXFP1 ag	GRP78 ERSR act	Vif-APOBEC3G blk	mIDH1 inhibitor	USP1-UAF1 inh	LDHA inh	TrxR1 substrate	Vif-APOBEC3F blk	PI4K2A block
Cc1ccc(S(=O)(=O)N2CN(CC3CCCO3)c3nc4ccccc4nc32)c(C)c1 (stereo not drawn)	5.0%	-2%	0%	-12%	-20%	-15	1%	-1%	2
CCOc1ccc(N(CC(=O)N/N=C/c2cc([N+](=O)[O-])ccc2Cl)S(C)(=O)=O)cc1	-1.8%	-5%	1%	20%	-25%	-3	-11%	2%	-5
CCOC(=O)C(/C=C(\C#N)C(=O)OCC)=C(/N)N1CCN(c2c(C)cccc2C)CC1	-2.3%	-8%	1%	-2%	3%	-6	-5%	3%	-8
CCOC(=O)CSc1nc2cc(C(=O)N3CCC(C(N)=O)CC3)ccc2c(=O)n1C1CCCCC1	-0.1%	-3%	0%	3%	-18%	3	1%[57.1 µM]	7%	-3
CC(C)Cc1nc(N2CCN(C(=O)c3ccco3)CC2)c(C#N)c2c1CCCC2	2.3%	-3%	-14%	-10%	-16%	0	20%	-19%	5
C[C@H]1CN([C@@H](C)CO)C(=O)CCCn2cc(nn2)CO[C@@H]1CN(C)S(=O)(=O)c1ccccc1C#N	·	-1%	1%	1%	-25%	-8	·	-9%	-1
COc1ccc(-c2cc(CNc3nc(NCc4ccccc4OC)nc4ccsc34)on2)cc1	·	-1%	?	·	·	-10	·	·	3
CC(C)CSc1nc2c(=O)[nH][nH]c(=O)c2n1Cc1ccccc1	-1.4%	-1%	2%	4%	-7%	0	0%	-5%	-1
COC(=O)c1ccc(CNC(=O)/C=C/[C@H]2O[C@@H](n3cc(C)c(=O)[nH]c3=O)C[C@@H]2O)cc1	·	-4%	3%	·	·	-1	·	·	-2
CC1CN(C(=O)c2c(Br)cnn2C)CC(C)O1 (stereo not drawn)	1.1%	-5%	0%	1%	-12%	1	-5%	3%	5
Cc1cc(NC(=O)CSc2nc3cc(Cl)ccc3s2)no1	3.5%	-1%	1%	9%	2%	-6	-1%	6%	2
CCCCNC(=O)C1CCN(c2nc(C)cc(C)n2)CC1	0.3%	-3%	0%	8%	-14%	-5	16%	7%	3
CC(C)[C@@H](C(=O)NC1CCCC1)N1C(=O)N2CCc3c([nH]c4ccccc34)[C@@]2(C)C1=O	0.1%	-3%	-1%	-13%	-19%	0	-6%	9%	2
OC(COc1ccc(Cl)cc1)CN1CCCCC1 (stereo not drawn)	0.1%	-2%	-5%	4%	-11%	3	-4%	-5%	-3
O=C(c1cnccn1)N1CCc2ccccc2C1	0.7%	-2%	-1%	-4%	-22%	-7	8%[57.1 µM]	6%	-2

SMILES	RXFP1 ag	GRP78 ERSR act	Vif-APOBEC3G blk	mIDH1 inhibitor	USP1-UAF1 inh	LDHA inh	TrxR1 substrate	Vif-APOBEC3F blk	PI4K2A block
Cc1ccc2c(C)cc[n+](CCCS(=O)(=O)[O-])c2c1	19%	-6%	-6%	9%	-13%	8	19%	0%	-2
CCc1ccc([C@@H]2CC=C(C(=O)O)[C@H](c3ccccc3)N2S(=O)(=O)c2ccc(C)cc2)cc1	0.0%	0%	-1%	4%	-13%	-2	3%	2%	-4
FC(F)(F)c1nc(-c2cccnc2)ncc1-c1nnnn1-c1ccccc1	2.4%	-6%	-1%	3%	-5%	-5	-9%	-4%	-5
N#Cc1nc(Cc2cccc3ccccc23)oc1N1CCN(c2ccccc2)CC1	-1.0%	2%	1%	5%	-11%	-9	10%[57.1 µM]	-5%	0
COc1ccc(-c2cn3c(n2)sc2cc(C(=O)Nc4cccc(SC)c4)ccc23)cc1	5.9%	-1%	-2%	13%	2%	-11	-3%	-5%	-3
